HTR5A inv ctr = counter-screen for OPRM1-OPRD1 inverse agonists: human HTR5A inverse agonism. P47898. HTR5A cell line, luminescence. inhibition, % at 9.3 µM. 0.083% of 340,000 active; in the data active = inhibition mostly above about 23%, no sharp cut-off; inactive = mostly below about 18%;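 also: 0% = cells with DMSO and 100% = no-cell wells with DMSO; some compounds called inactive have numbers as strong as hits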
SUMO Mot1 rescue = SUMOylation pathway inhibition by Mot1-301 growth rescue | growth rescue, % at 18.8 µM | 1% of 320,000 active | S. cerevisiae Mot1-301 growth rescue, ATP luminescence, 38.5C; percent above DMSO median, 100 means doubled;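 active = every valid replicate shows activation above 250% relative to neutral control wells; inactive = the rest, any valid replicate at or below 250%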;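 also: OY570 slx delta 5 strain wells were the positive control but not used for scaling; some compounds called inactive have numbers as strong as hits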
MOR-DOR ag = agonists of human mu-delta opioid receptor heterodimerization; P35372+P41143; cells, OPRM1-OPRD1 heterodimerization, luminescence; activation, % at 9.3 µM; 0.3% of 340,000 active; in the data active = activation above about 18%;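 also: 0% = vehicle-treated cells and 100% = reference agonist; values of inactives mirror those of a sister screen read the other way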
Target sequence (P35372 whole entry, looked up): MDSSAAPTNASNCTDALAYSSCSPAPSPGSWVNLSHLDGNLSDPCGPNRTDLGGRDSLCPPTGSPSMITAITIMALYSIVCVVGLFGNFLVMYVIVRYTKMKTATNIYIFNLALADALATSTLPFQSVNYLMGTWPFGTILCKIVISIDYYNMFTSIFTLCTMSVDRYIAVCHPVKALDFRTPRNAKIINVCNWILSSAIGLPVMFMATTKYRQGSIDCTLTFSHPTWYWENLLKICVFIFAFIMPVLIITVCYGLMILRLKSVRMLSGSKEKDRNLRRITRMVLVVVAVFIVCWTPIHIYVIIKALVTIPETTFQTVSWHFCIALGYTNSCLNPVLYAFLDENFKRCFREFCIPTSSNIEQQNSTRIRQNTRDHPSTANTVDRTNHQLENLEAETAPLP
Target sequence (P41143 whole entry, looked up): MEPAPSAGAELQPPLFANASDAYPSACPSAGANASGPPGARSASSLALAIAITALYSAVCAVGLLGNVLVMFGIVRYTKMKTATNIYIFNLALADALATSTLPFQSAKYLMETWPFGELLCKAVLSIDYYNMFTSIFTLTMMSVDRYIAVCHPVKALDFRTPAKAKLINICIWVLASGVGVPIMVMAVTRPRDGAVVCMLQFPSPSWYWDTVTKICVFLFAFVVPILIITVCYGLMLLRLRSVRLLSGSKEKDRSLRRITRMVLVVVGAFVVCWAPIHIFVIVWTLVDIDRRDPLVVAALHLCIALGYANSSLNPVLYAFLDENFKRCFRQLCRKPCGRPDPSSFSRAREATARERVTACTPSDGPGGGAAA
PKA-R1A act = PKA-R1A complex activation | P00514+P68181 | 0.083% of 340,000 active | PKA-R1A dissociation, Cy5-IP20 fluorescence polarization; scaled: DMSO 0%, 113 µM cGMP 100% | activation, % at 11.4 µM;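 active = percent activation above the mean of all tested compounds plus 3 SD, cut at about 19% in these data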;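 also: higher means more PKAc released from R1A so a rise in polarization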
OPRM1-OPRD1 inv = inverse agonists of human mu-delta opioid receptor heterodimerization; cell-based MOR-DOR heterodimer luminescence, inverse agonism; AID 504357; P35372+P41143; 0.21% of 340,000 active; inhibition, % at 9.3 µM; in the data active = inhibition above about 22%, passing the limit was not always enough;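 also: 0% = cells with DMSO and 100% = wells without cells with DMSO; values of inactives mirror those of a sister screen read the other way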
PfHsp90 yeast 2 = growth inhibition of yeast expressing Plasmodium Hsp90 | S. cerevisiae expressing PfHsp90, BacTiter-Glo ATP, 48 h; yeast lacking PDR1 and PDR3 efflux regulators | 0.32% of 310,000 active | inhibition, % at 9.4 µM;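 active = every replicate shows inhibition above about 80%, whatever the replicate mean, limit read from the data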;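 also: 0% = DMSO neutral controls and 100% = 20 µM radicicol positive controls; yeast relying on Plasmodium falciparum Hsp90 in place of its own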
AddAB inh = less growth of phage-infected E. coli with AddAB; inhibition, % at 11.9 µM; AID 435030; 0.29% of 330,000 active; E. coli expressing H. pylori AddAB, absorbance growth; in the data active = inhibition above about 12%;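 also: 0% = vehicle wells of infected cells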
PKA-R2B act = activators of human PKA-R2B complex; PKA-R2B holoenzyme dissociation, Cy5-IP20 fluorescence polarization; R2B truncated from residue 108, S112A mutant; 0% DMSO only, 100% 113 µM cGMP; activation, % at 11.4 µM; 0.079% of 340,000 active; AID 504700;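 active = activation above a cutoff set at the mean over all compounds plus 3 SD, cut at about 18% in these data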;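 also: higher means more holoenzyme dissociation and a rise in polarization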
Ecoli viability = bacterial growth inhibition, counter-screen for AddAB inhibitors; E. coli V3065 growth, OD600 absorbance, 18 h; AID 449728; 0.27% of 330,000 active; inhibition, % at 11.9 µM;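 active = inhibition above the campaign's mean inhibition across all tested compounds plus 3 SD, cut at about 9.9% in these data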;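 also: uninfected addAB+ strain grown without phage in ampicillin broth; 0% = DMSO wells and 100% = ciprofloxacin 0.95 µg/ml wells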
Tat export inh = inhibitors of E. coli Tat protein transport | E. coli MC4100 TorA-mCherry Tat export, fluorescence | inhibition, % at 10 µM | 0.036% of 340,000 active | AID 488895;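 active = mean replicate inhibition at least 50% and at least half of replicates individually reaching 50%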;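 also: exported cargo escapes ClpAP degradation while cytoplasmic cargo is degraded and loses fluorescence; 0% = median of neutral control wells and 100% = median of NaSCN control wells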
phage Ecoli inh = E. coli growth loss with phage present; 0.26% of 360,000 active; growth absorbance; inhibition, % at 11.9 µM; in the data active = inhibition above about 11%
Starred values were filed as active, the others as inactive; i = inactive; / = not tested or not shown.

Structure	PKA-R1A act	HTR5A inv ctr	MOR-DOR ag	PKA-R2B act	Ecoli viability	AddAB inh	PfHsp90 yeast 2	phage Ecoli inh	Tat export inh	OPRM1-OPRD1 inv	SUMO Mot1 rescue
O=C(CCCOc1ccc(Cl)cc1Cl)N1CCCc2ccccc21	-6	5	-1.1	6	-1.4	0.4	6	1.5	-1	6	102
Cc1ccc(C)c(C(=O)O/N=C(\N)c2ccc(Br)cc2)c1	-8	-24	10	5	1.3	1.8	-4	2.3	-3	-52	-13
Cc1cc2nc3c(c(=O)n2[nH]1)CCCC3	-5	0	-0.5	-1	3.9	-0.7	-4	2.4	3	3	2
Cc1nn(Cc2ccc(F)cc2)c(Cl)c1/C=N/NC(=O)c1ccccc1	-2	-8	0.5	7	0.9	0.3	/	2.1	-4	-2	9
O=C(COc1ccccc1)Nc1ccc(N2CCCCC2)cc1	-4	3	0.1	-10	2.1	3.0	5	7.5	-9	0	64
CCn1c(=N)n(CC(O)COc2cccc(C)c2)c2ccccc21 (stereo not given)	5	2	-2.0	13	2.9	5.1	16	3.5	5	10	-13
O=C(O)CCCNc1c(C(=O)Nc2ccc(Cl)cc2)cc([N+](=O)[O-])cc1[N+](=O)[O-]	6	14	2.0	-2	0.4	5.2	12	4.3	0	-10	-11
COc1ccc(NC(=O)c2ccc(C(=O)c3ccccc3)o2)cc1	-1	-3	0.5	-1	0.4	2.4	-16	2.4	0	-3	8
CCCc1cc(C(=O)N2CCCC(C(=O)c3cccc4ccccc34)C2)n(C)n1 (stereo not given)	-3	0	-0.8	-12	-0.6	-2.8	-17	1.1	1	4	-18
CC(=O)c1ccc(OCCCC(=O)N2CCN(S(=O)(=O)c3ccc(C(C)C)cc3)CC2)cc1	7	-22	3.1	-6	0.8	0.8	10	0.9	10	-21	/
CC1CCc2ccccc2N1CC(=O)Nc1cccc(S(=O)(=O)N2CCCC2)c1 (stereo not given)	-10	-35	4.1	-3	/	/	/	4.3	-6	-27	/
COc1cccc(N2CCN(CC(=O)NC3=Nc4ccccc4N=C(C)C3c3ccccc3)CC2)c1 (stereo not given)	/	/	/	/	1.0	0.9	-5	-0.8	2	/	-8
CC(C)Cc1ccc(C(C)NC(=O)c2ccc(=O)[nH]c2)cc1 (stereo not given)	-14	-11	-1.8	-2	0.1	-1.7	/	0.5	2	9	-4
Cc1cc(=O)oc2c3c(cc(OCC(=O)NCc4ccncc4)c12)OC(C)(C)CC3	1	-3	-2.6	0	-0.3	1.3	20	2.8	0	13	-1
COc1ccccc1N(C(=O)Cn1nnc(-c2ccc(C)o2)n1)C(C(=O)NC1CCCC1)c1ccncc1 (stereo not given)	9	2	-1.0	9	-1.8	0.1	4	-1.4	0	6	10
CC1=NN(C(=O)c2ccoc2C)C(O)(C(F)(F)F)C1 (stereo not given)	8	9	0.1	13	2.6	2.7	-4	4.4	-10	-1	-30
COc1ccc(NC(=O)c2cc(-c3ccc4c(c3)OCO4)on2)cc1	-15	-6	-2.7	-11	0.3	4.4	-8	0.6	-8	14	-13
CCc1ccccc1NC(=O)CNC(=O)c1ccc(-n2cncn2)c([N+](=O)[O-])c1	-6	-4	-2.3	-15	-0.9	-1.7	-11	-0.1	1	12	-11
Cc1cc(C)c(C2=Nn3c(C)nnc3SC2C)cc1C (stereo not given)	-5	-9	0.0	1	-0.9	4.1	-5	0.3	-3	0	8
COc1ccc(OC)c(CNC(=O)Cc2c(C(=O)O)[nH]c3ccccc23)c1	6	-12	-1.8	-4	-1.7	0.5	5	-0.6	2	8	2
CC(C)(C)c1ccc(OCC(=O)Nc2cccc(S(=O)(=O)NC3=NCCCCC3)c2)cc1	-1	13	2.1	-1	-0.3	0.7	-13	0.2	5	-9	-2
COc1ccc(/C=N/N=C2\SCC(=O)N2c2c(C)n(C)n(-c3ccccc3)c2=O)cc1OC	-1	5	-1.1	-5	-0.3	2.9	28	5.0	-2	5	-14
COc1ccccc1CNC(=O)CN(c1cccc([N+](=O)[O-])c1)S(C)(=O)=O	-9	7	-1.4	-15	-2.7	-2.8	-3	5.6	-12	8	8
Cc1cccc(NC(=O)CNC(=O)COc2ccc(-c3ccc(C#N)cc3)cc2)c1C	5	4	5.1	8	-1.4	1.6	-3	3.4	-4	-31	2
COc1ccc(C(=O)c2cc([N+](=O)[O-])ccc2N2CCCC2)cc1	2	6	-0.8	-11	2.0	1.7	23	0.3	4	4	0
CCOc1cccc2c1OC1(C)CC2NC(=O)N1c1cccc(Cl)c1 (stereo not given)	-4	2	-1.4	-11	-1.5	0.7	20	2.8	-7	7	-11
C/C(=N\OC(=O)c1ccc(F)cc1)c1sc(-c2ccc(Cl)cc2)nc1C	-3	-7	-3.0	-8	-0.4	-1.7	-25	2.1	-5	17	130
C[C@@H]1CN([C@H](C)CO)C(=O)c2cc(NC(=O)c3ccncc3)ccc2O[C@@H]1CN(C)C(=O)Nc1ccccc1	-10	11	-1.4	-10	1.8	3.6	-4	2.3	-2	8	20
O=C(N1CCOCC1)C12CC3CC(C1)CC(C(=O)N1CCOCC1)(C3)C2	-3	-10	-0.6	-3	-0.9	4.0	/	2.7	-3	4	-15
O=C(CNC(=O)c1ccccc1Cl)NC1CCN(Cc2ccccc2)CC1	2	-26	0.1	-11	-0.4	2.4	-6	2.5	-8	-1	172
O=C(COc1ccc(Br)cc1Cl)c1ccc[nH]1	-1	-8	2.2	10	0.7	6.6	-38	1.7	7	-11	13
O=C(CCNS(=O)(=O)c1ccccc1)N1CCOCC1	7	4	-3.0	0	1.3	1.5	4	0.2	-3	16	-21
C=CCOc1ccc(/C=C2\N=C(C)OC2=O)cc1OC	-6	7	-3.0	-1	2.8	3.4	4	0.8	-8	15	-13
CCOc1cc(/C=N/Nc2nc(=O)[nH]nc2C)ccc1O	6	-7	-3.3	-15	2.9	-0.8	-19	6.1	-9	17	58
Cn1c(=O)c2c(nc(SCC(=O)NCc3ccc4c(c3)OCO4)n2Cc2ccc(F)cc2)n(C)c1=O	3	-19	-1.8	-3	-3.9	0.6	-12	4.0	-6	11	54
CS(=O)(=O)Oc1ccc(Br)cc1/C=C1/N=C(c2ccco2)OC1=O	5	-11	0.6	-1	3.8	2.5	3	2.2	2	-4	-6
COc1ccc(-c2cc(N)n(S(=O)(=O)c3ccc(F)cc3)n2)cc1OC	1	-9	-1.2	-4	-0.2	0.2	1	3.1	-6	7	41
Cc1ccc2c(CC(=O)OC(C)C(=O)Nc3ncc(Cl)cc3Cl)coc2c1 (stereo not given)	5	-15	3.9	-1	-0.9	0.2	5	3.6	-1	-21	2
COC(=O)C1=C(C(=O)OC)[C@@H]2N(C)c3ccccc3[C@@]23C[C@@H](CO)N(C(=O)C2CCC2)C3=N1	4	-17	-1.2	-4	3.4	4.2	/	0.0	1	7	-3
COc1ccc(-n2ncc3c(N4CCCc5ccccc54)ncnc32)cc1	-8	-10	4.0	-7	/	/	-5	/	18	-22	/

Record cards (already shown). Screens in order: PKA-R1A act | HTR5A inv ctr | MOR-DOR ag | PKA-R2B act | Ecoli viability | AddAB inh | PfHsp90 yeast 2 | phage Ecoli inh | Tat export inh | OPRM1-OPRD1 inv | SUMO Mot1 rescue
Cc1cc(C)c(C2=Nn3c(C)nnc3SC2C)cc1C (stereo not given) reads -5 | -9 | 0.0 | 1 | -0.9 | 4.1 | -5 | 0.3 | -3 | 0 | 8
CCn1c(=N)n(CC(O)COc2cccc(C)c2)c2ccccc21 (stereo not given) reads 5 | 2 | -2.0 | 13 | 2.9 | 5.1 | 16 | 3.5 | 5 | 10 | -13
CCOc1cc(/C=N/Nc2nc(=O)[nH]nc2C)ccc1O reads 6 | -7 | -3.3 | -15 | 2.9 | -0.8 | -19 | 6.1 | -9 | 17 | 58

Continuation:
Structure	PKA-R1A act	HTR5A inv ctr	MOR-DOR ag	PKA-R2B act	Ecoli viability	AddAB inh	PfHsp90 yeast 2	phage Ecoli inh	Tat export inh	OPRM1-OPRD1 inv	SUMO Mot1 rescue
O=C(Nc1cccnc1)c1cc(-c2ccccc2)on1	2	10	-2.5	2	-1.0	2.7	-10	2.7	6	13	7
CCCn1nc(NC(C)=O)c2cc3cccc(C)c3nc21	-2	-32	1.8	7	-0.7	-1.7	9	-0.4	4	-9	26
CN(C)Cc1cc(C(C)(C)C)c(O)c(C(C)(C)C)c1	-2	-21	-0.1	-5	-1.0	1.5	48	0.0	-1	0	-5
COc1ccc(NC(=O)CN(C)C(=O)C2CCCO2)cc1 (stereo not given)	7	12	-2.8	2	-1.8	-0.4	3	1.1	-4	12	2
Cc1ccc(C)c(S(=O)(=O)NCC(=O)OCC(=O)Nc2sccc2C(N)=O)c1	3	-24	-1.3	-7	/	/	16	5.6	1	8	/
COc1ccc(Cn2c(=O)[nH]c3cc(C(=O)NCCCN4CCCC4)ccc3c2=O)cc1	3	-40	0.9	13	-1.2	0.3	-14	2.3	-5	-5	-1
CC1CCCCN1C(=O)C1CCN(c2nc(-c3ccccc3)nc3c2CCC3)CC1 (stereo not given)	6	10	-1.2	-9	-2.6	0.5	-3	0.9	12	7	-3
COC(=O)C1=C(C(=O)OC)[C@]2([C@@H]3CCCCN[C@@H](Cc4ccccc4)C(=O)N3Cc3ccccc3)C=C[C@H]1O2	-11	8	0.5	-12	/	/	0	2.5	10	-3	/
O=c1cc(-c2nn[nH]n2)[nH]c(=O)[nH]1	-3	-2	-3.5	-7	/	/	1	3.0	-4	18	/
CC(NC(=O)CCc1c[nH]c2ccccc12)c1ccccc1 (stereo not given)	-5	6	-2.0	1	-2.1	2.3	3	2.5	-6	9	0
CCc1ccc(NC(=O)CC2NCCNC2=O)cc1 (stereo not given)	-2	-31	-1.7	-18	0.7	2.6	/	/	-4	9	-7
CCOc1cc(OCC)cc(C(=O)NC(=S)Nc2cccc(C(F)(F)F)c2)c1	-7	18	-2.2	-6	-0.5	2.1	/	2.1	-6	11	i
N#CCCn1nc(Cc2cccc3ccccc23)c(C#N)c1N	13	-25	-1.8	-3	-0.5	0.9	-6	3.1	-2	9	331*
CN(CC(=O)Nc1ccc(Cl)cc1)C(=O)CNC(=O)c1ccc2ccccc2c1	-8	20	-2.5	-7	-2.3	-1.6	6	-3.5	-9	8	6
Cc1ccnc(NC(=O)CCC(=O)N(CC(=O)NCc2ccc(F)cc2)c2cccc(F)c2)c1	-3	-8	-0.8	3	0.8	2.4	-7	1.0	2	5	-4
COc1ccc(CN(C)CC(O)COC(c2ccc(OC)cc2)c2ccc(OC)cc2)cc1 (stereo not given)	-6	8	3.5	-1	-1.8	0.3	6	-0.6	2	-29	16
O=C(CN1CCN(c2ccccc2)CC1)Nc1scc2c1c(=O)oc1ccccc12	2	-11	-3.6	1	-0.7	0.8	-9	4.3	-4	18	-18

From PubChem BioAssay
